Screens deposited in PubChem BioAssay by several laboratories.
PrPC surface inh: inhibitors of human cell surface prion protein PrPC, primary screen, cell-based, TR-FRET; Major prion protein (Homo sapiens), P04156; TR-FRET read-out; inhibition, % at 13.8 µM; hit rate 0.43% among 370,000; AID 720596, 2013; in the data active means inhibition above about 24%; further: 0% = median of the test wells and 100% = reference compound wells
Y pestis TopoI: Yersinia pestis topoisomerase I inhibitors, primary screen, biochemical, cleavage product accumulation, plate reader, single point | DNA topoisomerase I (Yersinia pestis CO92) | Y. pestis Topo-I cleavage product accumulation | activity, % at 10 µM | hit rate 0.064% among 360,000; in the data active means activity above about 50%, passing the limit was not always enough; inconclusive means no clear call, values can overlap the other calls; further: inactives centre near 2
BoNT-F LC inh: BoNT/F light chain protease inhibitors, primary screen, biochemical, flow cytometry, MLPCN library; Multiplex microsphere protease cleavage assay; inhibition, % at 10 µM; hit rate 0.22% among 360,000; AID 588497, 2011; in the data active means inhibition above about 35%, passing the limit was not always enough; inconclusive means no clear call, values can overlap the other calls; further: plate controls were buffer without enzyme for full effect and enzyme alone for no effect
TcdB GH inh: TcdB glycohydrolase inhibitors, primary screen, biochemical, single point, plate reader; TcdB glycohydrolase enzymatic assay; inhibition, % at 9.99 µM; hit rate 0.24% among 350,000; AID 652162, 2013; in the data active means inhibition above about 10%
Anthrax LF prot: Bacillus anthracis LF protease inhibitors, primary screen, biochemical, multiplex microsphere, MLPCN library; Lethal factor (Bacillus anthracis), P15917; multiplex microsphere protease cleavage assay; inhibition, % at 10 µM; hit rate 0.12% among 360,000; AID 588501, 2011; further: plate controls were buffer without enzyme for full effect and enzyme alone for no effect
Target sequence (P15917 whole entry, looked up): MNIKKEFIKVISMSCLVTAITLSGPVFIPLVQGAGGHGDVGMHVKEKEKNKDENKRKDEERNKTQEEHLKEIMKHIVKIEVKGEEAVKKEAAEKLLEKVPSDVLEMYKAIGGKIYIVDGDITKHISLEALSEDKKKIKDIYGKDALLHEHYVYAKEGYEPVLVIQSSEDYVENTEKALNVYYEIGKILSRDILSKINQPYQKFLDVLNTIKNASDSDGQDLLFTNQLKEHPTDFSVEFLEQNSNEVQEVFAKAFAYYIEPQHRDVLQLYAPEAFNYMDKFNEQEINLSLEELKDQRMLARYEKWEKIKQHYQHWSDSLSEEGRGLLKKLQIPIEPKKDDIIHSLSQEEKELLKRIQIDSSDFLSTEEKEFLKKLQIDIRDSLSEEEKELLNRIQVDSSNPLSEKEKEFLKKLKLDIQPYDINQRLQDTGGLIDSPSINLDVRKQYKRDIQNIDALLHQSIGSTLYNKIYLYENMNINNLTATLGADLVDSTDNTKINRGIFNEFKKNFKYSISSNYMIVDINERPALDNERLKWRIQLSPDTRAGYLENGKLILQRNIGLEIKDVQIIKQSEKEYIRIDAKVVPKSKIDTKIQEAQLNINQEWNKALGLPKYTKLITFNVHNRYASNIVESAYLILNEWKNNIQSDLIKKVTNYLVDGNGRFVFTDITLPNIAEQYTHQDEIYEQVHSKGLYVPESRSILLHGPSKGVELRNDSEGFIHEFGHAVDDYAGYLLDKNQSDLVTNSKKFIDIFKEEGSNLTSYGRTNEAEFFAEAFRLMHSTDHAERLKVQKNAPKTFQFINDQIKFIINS
FadD28 FP inh: inhibitors of FadD28 bisubstrate probe binding, primary screen, biochemical, fluorescence polarization, single point. inhibition, % at 12.5 µM. hit rate 0.22% among 360,000. Mycobacterium tuberculosis FadD28 fatty-acid-AMP ligase; in the data active means inhibition above about 8.5%, passing the limit was not always enough; inconclusive means no clear call, values can overlap the other calls
CCHF vOTU inh: CCHFV vOTU protease inhibitors, primary screen, biochemical, Pep-AMC substrate, fluorescence. AID 651958, 2012. Crimean-Congo hemorrhagic fever virus L polyprotein viral ovarian tumor (vOTU) protease …. hit rate 0.55% among 370,000. inhibition, % at 11.5 µM; in the data active means inhibition above about 30%; further: 0% = vehicle wells with enzyme and 100% = no enzyme wells
BoNT A protease: BoNT/A light chain protease inhibitors, primary screen, biochemical, flow cytometry, MLPCN library; Botulinum neurotoxin type A light chain protease (Clostridium botulinum A str. ATCC 3502); multiplex microsphere protease substrate cleavage; inhibition, % at 10 µM; hit rate 0.17% among 360,000; AID 588499, 2011; further: plate controls were buffer without enzyme for full effect and enzyme alone for no effect
PfHsp40 rescue: rescue of yeast from PfHsp40 toxicity, primary screen, S. cerevisiae, ATP luminescence. S. cerevisiae expressing PfHsp40, growth rescue. growth rescue, % at 12.5 µM. hit rate 0.68% among 340,000; in the data active means growth rescue above about 28%, passing the limit was not always enough; inconclusive means no clear call, values can overlap the other calls;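 further: yeast W303a lacking pdr1 and pdr3 grown in galactose medium; growth measured after three days at 30 °C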
* hit, by the source's call; ? = inconclusive; . = not tested or not shown. Unless noted, no stated cut-off is given here; in the data, active means inhibition above about 30%; inconclusive means no clear call, values can overlap the other calls; inactive means below that.

SMILES	PrPC surface inh	Y pestis TopoI	BoNT-F LC inh	TcdB GH inh	Anthrax LF prot	FadD28 FP inh	CCHF vOTU inh	BoNT A protease	PfHsp40 rescue
COc1ccc(C(=O)CSc2n[nH]c(-c3ccncc3)n2)cc1[N+](=O)[O-]	-10.8	-3.1	1.2	.	2.2	-2.5	-12.4	-0.2	-2.8
CCc1ccc(S(=O)(=O)NCc2cn3ccsc3n2)s1	4.8	-4.4	1.4	.	-0.5	-5.3	2.0	0.0	2.9
Cc1ccc(S(=O)(=O)Nc2cc(Cl)c(O)c3ncccc23)cc1	-17.7	-15.9	4.4	-1.2	0.4	0.7	30.3*	3.9	-2.4
O=C(CSc1nn(-c2ccc(Cl)cc2)c(=S)s1)N1CCN(C(=O)c2ccco2)CC1	-5.6	3.8	1.5	.	1.9	-2.4	-12.2	0.3	3.0
Cc1cc(C)c(NC(=O)C2CCN(C(=O)c3ccco3)CC2)c(C)c1	-7.0	-10.1	-21.4	0.5	9.1	-1.4	1.5	-1.7	-2.3
N#CCCN(C(=O)COC(=O)c1cc(=O)[nH]c2ccccc12)c1ccccc1	-1.6	8.7	8.9	0.0	-2.3	0.8	-2.4	0.8	1.0
CCN(CC)S(=O)(=O)c1ccc(-n2cnnn2)c(C)c1	0.3	0.0	-10.4	.	-0.9	-2.4	-17.0	-0.2	-0.3
COc1ccc([C@H]2C[C@H](n3cc(-c4ccc(F)cc4)nn3)[C@@H](O)CN2Cc2cccs2)cc1	0.0	8.4	-5.8	0.2	-3.9	-2.7	13.2	-0.6	.
O=C(OCc1ccccc1)C1CCCN1C(=O)c1ccccc1[N+](=O)[O-] (stereo not given)	-5.6	7.2	1.4	.	-1.0	-3.4	-5.6	?	-1.4
CN(C)S(=O)(=O)c1ccccc1C#N	-1.6	4.1	-16.6	0.0	-9.3	-1.4	-25.1	-1.0	-0.4
CC(=O)CCS(=O)(=O)c1ccc(NC(C)=O)cc1	5.1	5.5	-2.5	.	2.7	-2.3	6.9	0.4	-1.9
CCCSc1nc2sc3c(c2c(=O)n1-c1ccc(OC)cc1)CCN(C)C3	-2.9	20.8	-19.8	0.5	20.3	.	4.1	49.9*	1.7
COC(=O)c1ccc(CSc2nnc(-c3ccc4c(c3)OCO4)n2-c2ccccc2)o1	0.7	2.5	2.4	.	0.5	-1.0	-0.7	0.9	1.7
Cc1cc(C)cc(C(=O)NN2CCOCC2)c1	7.1	5.5	18.0	1.0	-0.7	0.1	12.7	2.9	-2.1
O=C(Nc1ccccc1F)c1csc([C@@H]2C[C@H](O)[C@@H](CO)O2)n1	6.7	4.1	-0.8	1.2	-5.7	-0.1	-4.6	-0.4	.

Sorted by molecular weight (highest first): some entries from above
SMILES	PrPC surface inh	Y pestis TopoI	BoNT-F LC inh	TcdB GH inh	Anthrax LF prot	FadD28 FP inh	CCHF vOTU inh	BoNT A protease	PfHsp40 rescue
COC(=O)c1ccc(CSc2nnc(-c3ccc4c(c3)OCO4)n2-c2ccccc2)o1	0.7	2.5	2.4	.	0.5	-1.0	-0.7	0.9	1.7
O=C(OCc1ccccc1)C1CCCN1C(=O)c1ccccc1[N+](=O)[O-] (stereo not given)	-5.6	7.2	1.4	.	-1.0	-3.4	-5.6	?	-1.4
CCc1ccc(S(=O)(=O)NCc2cn3ccsc3n2)s1	4.8	-4.4	1.4	.	-0.5	-5.3	2.0	0.0	2.9
CCN(CC)S(=O)(=O)c1ccc(-n2cnnn2)c(C)c1	0.3	0.0	-10.4	.	-0.9	-2.4	-17.0	-0.2	-0.3
CC(=O)CCS(=O)(=O)c1ccc(NC(C)=O)cc1	5.1	5.5	-2.5	.	2.7	-2.3	6.9	0.4	-1.9
Cc1cc(C)cc(C(=O)NN2CCOCC2)c1	7.1	5.5	18.0	1.0	-0.7	0.1	12.7	2.9	-2.1

Going on with the list:
SMILES	PrPC surface inh	Y pestis TopoI	BoNT-F LC inh	TcdB GH inh	Anthrax LF prot	FadD28 FP inh	CCHF vOTU inh	BoNT A protease	PfHsp40 rescue
CCOc1ccc(NS(=O)(=O)c2cc(NC(=O)C3CC3)ccc2C)cc1Br	13.6	7.9	-5.6	-0.3	-9.9	-8.1	16.7	-0.4	1.2
O=C(CN(CC1CCCO1)C(=O)CNS(=O)(=O)c1ccc(Cl)cc1)NC1CCCC1 (stereo not given)	-1.6	-1.1	-24.3	-0.9	-10.9	-1.2	-10.0	-5.1	0.4
COc1cc(C)c(Cl)cc1S(=O)(=O)NCCN1CCOCC1	3.2	2.4	-2.3	.	-2.7	-0.8	-10.5	-2.8	0.1
COc1cc2c(cc1OC)CN(C(=O)CN1C(=O)NC3(CCCCC3C)C1=O)CC2 (stereo not given)	-4.8	-3.1	8.6	2.4	2.0	-0.3	9.2	0.7	-0.6
COc1ccc(CN2CCNC(=O)C2CC(=O)N(C)Cc2ccccn2)cc1OC (stereo not given)	-2.5	-2.5	-1.2	1.5	-1.1	-1.8	-0.4	0.3	-0.6
CCOc1ccc(NC(=O)CN(C)C(=O)c2c(C)nn(-c3ccc(F)cc3)c2Cl)cc1OCC	7.5	17.5	4.7	1.7	2.9	-0.3	10.2	0.6	0.4
COc1ccc(OC)c(CCNC(=O)CCC(=O)N2CCOc3ccc(C)cc32)c1	5.5	-1.5	0.4	0.6	-1.7	-0.8	3.1	0.3	-0.7
CC(=O)c1ccc(S(=O)(=O)N2CCN(c3nc(-c4cccnc4)nc4ccccc34)CC2)cc1	-5.7	24.7	-8.1	0.7	5.7	-3.0	5.8	1.9	-0.1
O=C(CSc1nnc(N2CCCC2)n1-c1cccc(Cl)c1)N1CCN(c2ccccn2)CC1	3.6	22.8	2.8	-0.4	5.7	-2.6	-5.3	-0.2	.
O=C1C(Cc2ccccc2)SC(=Nc2ccccc2)N1c1ccccc1 (stereo not given)	-3.2	-13.5	-6.9	.	-9.2	-2.7	1.5	-0.2	0.7
O=C(CSC(=S)N1CCCC1)NCC(=O)Nc1ccccc1Br	1.6	-1.4	?	0.1	-4.4	-0.8	7.5	-7.8	0.2
Cc1cc(C(=O)OCC(=O)Nc2c(F)cccc2F)c(C)n1C1CC1	-3.1	1.7	-1.4	0.6	2.4	-3.5	20.2	-0.2	-0.5
CCCCCN1C/C=C\C(c2ccc(OC)cc2)N(Cc2ccc(F)cc2)C(=O)C1 (stereo not given)	3.3	34.1	-0.7	0.4	-3.7	0.0	-4.8	-0.4	-0.3
CCCC1(C)NC(=O)c2ccccc2O1 (stereo not given)	-7.2	2.9	-2.2	0.3	3.3	-3.4	0.3	-1.1	-2.0
CCCCC(NC(C)=O)c1nc2ccccc2[nH]1 (stereo not given)	-0.3	-9.0	-12.3	2.5	-8.7	-2.6	-3.1	-0.1	-1.9
Cc1nc(CN(C)Cc2nc(Cc3cccc(F)c3)no2)cs1	-7.0	-5.2	-2.7	1.8	-0.1	-1.7	-15.8	-0.8	-0.5
O=C(CN1CCC(c2nc3ccccc3s2)CC1)N1CCCCC1	-1.9	11.2	-2.5	-2.5	-1.9	-0.8	-5.4	-0.9	-1.0
Cn1nccc1C(=O)N1CCCC(N2CCN(c3cccc(C(F)(F)F)c3)CC2)C1 (stereo not given)	-1.3	17.8	-8.9	-0.6	-5.7	-0.1	-17.1	0.8	-1.2
COc1ccc(C(CNC(=O)CSc2ccccc2)N2CCOCC2)cc1 (stereo not given)	11.3	-1.1	-5.1	1.3	-9.9	-0.5	13.8	-0.1	.
O=C1N(c2ccccc2)C[C@@H]2C[C@@H](c3cccs3)N3CCC[C@@]123	5.0	8.8	-9.0	1.9	-7.0	-1.3	-3.2	0.2	0.8
N#Cc1c(-c2ccc(Cl)cc2)c2c([nH]c1=O)-c1ccccc1OC2	-1.1	-5.0	?	-1.1	-5.0	-0.6	-108.9	3.7	1.5
CCOc1ccc(/C=N/OCC(=O)Nc2ccc3c(c2)OCO3)cc1	9.0	-5.4	-1.5	-0.5	0.2	-2.1	-7.4	-0.1	5.9
O=S(=O)(Nc1ccc(-c2cn3ccsc3n2)cc1)c1ccc2c(c1)OCCO2	-2.1	-2.3	0.8	.	-2.1	-3.9	9.3	1.4	-0.5
O=C(N/C(=C/c1ccccc1)C(=O)N1CCCCC1)c1ccco1	3.6	-2.1	2.5	0.4	5.2	-0.5	2.0	-1.2	-1.4
O=C(NNC(=O)c1ccccc1Br)c1cccs1	-3.6	-0.3	3.5	2.2	4.4	-2.8	3.0	0.9	-0.7
Cc1ccc([C@H]2C[C@@H](O)[C@H](n3cc(COC(=O)c4ccccc4)nn3)CN2C(=O)c2cccs2)cc1	6.5	2.2	4.4	0.3	0.9	-2.6	1.9	0.1	.
O=C(COC(=O)c1cnc(Cl)c(Cl)c1)NCc1ccc2c(c1)OCO2	5.5	-8.0	8.3	2.0	-2.6	-1.8	-7.1	0.4	-0.4
C[C@H](NC(=O)[C@@H]1CCCN1C(=O)[C@@H]1CCCN1C(=O)c1cccc(Cl)c1)c1ccccc1	-5.2	.	-7.4	-0.4	-4.6	.	-7.8	-0.7	.
Cc1cc(C)n2nc(CC(=O)NNC(=O)COc3ccccc3)nc2n1	5.1	-0.9	2.7	2.1	1.5	-19.6	2.4	0.4	-1.4
CCCOC(=O)Nc1cccc(C(C)=O)c1	-4.8	10.2	-4.6	.	-3.6	-1.2	2.3	1.1	?
CN(C)CCCn1c(=S)[nH]c2ccccc2c1=O	-11.3	6.3	-4.4	0.8	-0.9	-2.0	4.0	-0.5	-0.3
COc1ccccc1NC(=O)CN1CCN(Cc2ccccc2)CC1	9.7	35.2	-4.8	.	-5.1	-0.2	0.7	-1.5	-1.0
O=C(NCc1ccc(Cl)cc1)c1ccc(CSc2nc3ccncc3[nH]2)cc1	-1.1	-3.0	-14.0	0.2	0.5	-1.2	14.9	-1.6	1.4
Cc1ccc(C(C)C)c(OCCOCCN2CCNCC2)c1	8.6	-9.3	.	-0.9	.	-3.2	8.2	.	.
COc1ccc(NC(=O)N2Cc3ccccc3CC2C(=O)NC(C)(C)C)cc1 (stereo not given)	-0.5	-1.5	0.1	.	-3.5	1.6	1.6	0.1	0.0
Cc1ccc(S(=O)(=O)N2CCCCC2c2cccnc2)c(C)c1C (stereo not given)	-9.9	21.4	.	-0.9	.	-1.0	9.7	.	0.9
CCOc1ccc(NC(=O)C2CCCN(S(=O)(=O)c3c(C)noc3C)C2)cc1 (stereo not given)	0.7	5.6	0.4	0.2	2.6	-0.4	-21.9	0.2	-0.7
CCCN=C1N(CC)C[C@@H]2[C@@H]3C(=O)N(C)C(=O)[C@@H]3[C@](CC)(C(=O)OC)N12	-2.6	10.1	-6.2	0.5	-4.1	-0.8	0.1	-0.8	-0.9
O=C(Nc1ccc(S(=O)(=O)Nc2nccs2)cc1)C1CC(=O)N(c2ccccc2)C1 (stereo not given)	.	1.8	0.1	.	-8.0	-4.4	.	-0.6	-1.0
COc1ccc(S(N)(=O)=O)cc1-c1nnc2c3ccccc3c(C)nn12	1.1	3.5	29.8	0.9	-0.5	-0.2	6.0	-0.2	0.2
O=C(Nc1ccc(Oc2ccc3ccccc3c2)cc1)c1ccco1	1.0	-1.9	6.4	.	-2.4	-10.6	-5.2	0.8	?
N#C/C(=C\c1ccc(OCc2ccc(Cl)cc2)cc1)C(=O)Nc1cccc(C(=O)O)c1	-0.5	-13.1	-4.0	1.9	-0.9	-5.5	-5.1	-2.6	-0.9
Cc1cc(Nc2cccc(F)c2)nc(NCc2ccccc2)n1	1.7	-22.5	-8.3	1.9	0.8	-11.2	17.4	0.3	-1.8
COc1ccccc1CNC(=S)NC1CCCC1	6.6	6.8	-10.2	0.8	-7.9	-0.7	-3.5	-1.5	-1.1
